Bioassay records as filed in PubChem BioAssay.
TPT1 inh = C. albicans TPT1 enzyme inhibition. recombinant caTPT1, FP RNA substrate dephosphorylation. inhibition, % at 5 µM. hit rate 0.81% among 300,000. AID 1962;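 active means inhibition above the mean of all tested compounds plus 3 SD, set per screening campaign, cut at about 24% in these data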;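 further: plate controls were DMSO alone for no effect and ferristatin control at 100 nM for full effect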
EBNA-1 inhibitor = blocks EBNA-1 binding to DNA | EBNA-1 DNA binding, fluorescence polarization | hit rate 0.34% among 300,000 | inhibition, % at 14.8 µM; in the data active means inhibition above about 28%
ZTA DNA inh = counter-screen for EBNA-1 inhibitors: inhibitors of Epstein-Barr virus ZTA. hit rate 0.15% among 320,000. ZTA-DNA binding, fluorescence polarization. P03206. AID 2234. inhibition, % at 11 µM; in the data active means inhibition above about 33%
Target sequence (P03206 whole entry, looked up): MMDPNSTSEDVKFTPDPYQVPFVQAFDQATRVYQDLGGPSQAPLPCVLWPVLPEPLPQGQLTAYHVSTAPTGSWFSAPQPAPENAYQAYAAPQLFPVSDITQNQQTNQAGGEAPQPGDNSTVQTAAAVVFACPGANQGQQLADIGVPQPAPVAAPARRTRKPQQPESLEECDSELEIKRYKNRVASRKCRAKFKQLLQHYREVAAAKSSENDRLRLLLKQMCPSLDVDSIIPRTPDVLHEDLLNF
Fh CTSL1 inh = blocks F. hepatica cathepsin L1 in PFM18AAP counter-screen. recombinant F. hepatica cathepsin L1, Z-Leu-Arg-MCA fluorescence. inhibition, % at 5.96 µM. hit rate 0.49% among 300,000;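 active means inhibition above the mean of all tested compounds plus 3 SD, set per screening campaign, cut at about 17% in these data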;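 further: 0% = plate median of test compound wells and 100% = 1 µM Z-Phe-Ala-diazomethylketone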
Efflux pump inh = antifungal efflux pump inhibition, Nile Red retention; hit rate 0.44% among 330,000; inhibition, % at 10 µM; S. cerevisiae Candida pump triplex;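 active means plate passing quality check with inhibition over a set limit, or well fluorescence over plate mean plus 4 SD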;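 further: Nile Red retained in pooled yeast measured as flow cytometry median fluorescence; 0% = buffer negative control and 100% = Enniatin B positive control; higher means more Nile Red kept so more efflux inhibition; some compounds called inactive have numbers as strong as hits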
PP1 inh = blocks human PP1-alpha phosphatase, a PP5 counter-screen. P62136. purified PP1alpha, OMFP fluorescence. inhibition, % at 6.7 µM. hit rate 0.9% among 320,000;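 active means inhibition above the mean inhibition of all tested compounds plus 3 SD, computed separately for each screening campaign, cut at about 15% in these data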
HCV core dimer = HCV core protein dimerization inhibition; AID 1899; hit rate 0.33% among 300,000; inhibition, % at 5 µM; TR-FRET GST/Flag-core106 dimerization, 1536-well;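 active means inhibition above the mean of all tested compounds plus 3 SD, set per screening campaign, cut at about 45% in these data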
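Assay system: tagged HCV core106 pair (GST and Flag); medium: KF-containing HEPES buffer, pH 7.45, DTT, CHAPS, BSA; also added: Eu donor and XL665 acceptor anti-tag antibodies; dosing: 5 µM single dose; timing: compound-protein-antibody incubation 4 h at 22.5 °C; signal: TR-FRET 671 and 617 nm emission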
PREPL inh = inhibits the human prolyl oligopeptidase-like enzyme | Q4J6C6 | recombinant PREPL, fluorescence polarization activity-based probe | inhibition, % at 5.96 µM | hit rate 0.68% among 320,000 | AID 2751; in the data active means inhibition above about 43%;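 further: 0% = enzyme with DMSO and 100% = wells lacking enzyme; many of its hits are not listed in these tables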
Target sequence (Q4J6C6 whole entry, looked up): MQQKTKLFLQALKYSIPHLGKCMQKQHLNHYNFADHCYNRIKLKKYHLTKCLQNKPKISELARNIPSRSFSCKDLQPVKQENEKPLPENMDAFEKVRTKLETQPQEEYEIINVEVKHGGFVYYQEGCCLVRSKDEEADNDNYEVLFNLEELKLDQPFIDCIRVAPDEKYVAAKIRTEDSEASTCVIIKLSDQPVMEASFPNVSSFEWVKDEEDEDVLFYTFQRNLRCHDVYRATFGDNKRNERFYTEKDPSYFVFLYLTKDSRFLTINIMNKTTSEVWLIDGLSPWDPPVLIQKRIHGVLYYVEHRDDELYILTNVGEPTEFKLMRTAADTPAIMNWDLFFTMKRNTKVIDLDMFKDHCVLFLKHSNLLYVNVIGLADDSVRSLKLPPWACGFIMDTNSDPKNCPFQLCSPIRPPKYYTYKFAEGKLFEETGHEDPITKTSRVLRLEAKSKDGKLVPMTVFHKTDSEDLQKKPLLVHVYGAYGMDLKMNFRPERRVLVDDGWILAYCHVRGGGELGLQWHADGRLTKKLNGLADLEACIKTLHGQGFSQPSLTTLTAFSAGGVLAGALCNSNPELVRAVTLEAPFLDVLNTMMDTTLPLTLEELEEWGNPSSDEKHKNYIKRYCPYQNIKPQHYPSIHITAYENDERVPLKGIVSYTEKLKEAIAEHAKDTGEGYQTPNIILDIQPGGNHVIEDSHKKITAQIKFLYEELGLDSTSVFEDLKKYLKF
PP5 primary = blocks human protein phosphatase 5 activity; hit rate 0.18% among 320,000; AID 1987; purified PP5c, OMFP substrate fluorescence; inhibition, % at 6.7 µM; P53041;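 active means inhibition above the campaign's mean inhibition across all tested compounds plus 3 SD, cut at about 9.5% in these data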;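 further: 0% = DMSO only and 100% = 100 µM cantharidin control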
Numbers without * were called inactive; x = not tested or not shown. An excerpt. The share of hits here may be higher or lower than overall.

SMILES | TPT1 inh | EBNA-1 inhibitor | ZTA DNA inh | Fh CTSL1 inh | Efflux pump inh | PP1 inh | HCV core dimer | PREPL inh | PP5 primary
Cc1nnc(NC(=O)c2ccc3c(c2)NC(=O)CS3)s1 | x | x | 8 | x | 0.3 | 2 | x | 6 | 2.6
COC(=O)c1ccc(C(=O)N2CCCC(CNC(=O)c3ccc(F)cc3)C2)cc1 (stereo not given) | 1 | 8 | -2 | 3 | -0.2 | -2 | 2 | 2 | -4.0
COc1ccc(C(=O)Nc2ccccc2C(=O)NCCN2CCOCC2)cc1OC | 1 | 4 | 11 | 1 | -0.1 | -5 | -1 | 3 | 1.1
CCC(=O)NNC(=O)Cc1c(C)n(C(=O)c2ccc(Cl)cc2)c2ccc(OC)cc12 | 0 | -8 | -9 | -4 | -0.1 | -1 | 12 | -15 | 4.1
CCC(C)NC(=O)CN(C1CCCCC1)S(C)(=O)=O (stereo not given) | 1 | 14 | 11 | 0 | 0.1 | -7 | 0 | 1 | -1.7
COCC1CCCCN1C(=O)c1ccc2oc(CCCc3ccccc3)nc2c1 (stereo not given) | -3 | -5 | 1 | -2 | 0.0 | -4 | 9 | 18 | 3.6
C=CCNC(=O)NC(=O)COC(=O)[C@H](C)NS(=O)(=O)c1c(C)c(C)cc(C)c1C | -1 | 4 | 5 | -6 | 0.0 | 5 | 2 | -4 | -0.7
CC(=O)c1cc2c(cc1NC(=O)CN1Cc3ccccc3C1=O)OCO2 | -1 | 8 | 12 | 2 | -0.3 | -2 | 13 | 8 | -0.4
CCOC(=O)c1nc(N)c(=O)n(-c2ccc(C)cc2)n1 | 0 | -4 | -8 | 1 | 0.1 | -2 | -8 | -1 | 2.8
COc1ccccc1NS(=O)(=O)c1cccs1 | 3 | 7 | -5 | 2 | -0.1 | -1 | 3 | 1 | 1.8
Cc1noc(C)c1COc1ccccc1C(=O)NCc1ccccc1Cl | -4 | 12 | -4 | -3 | -0.2 | -2 | 4 | 7 | -0.4
O=[N+]([O-])c1ccc(O)c(/C=N/Nc2ccc(Cl)nn2)c1 | 1 | -7 | 7 | 7 | 0.2 | -3 | -17 | 13 | 0.5
Cc1cccc(NC(=O)NNC(=O)c2nn(C)cc2Br)c1 | 0 | 6 | 18 | -4 | 0.1 | -4 | 6 | -3 | -1.2
CCOc1cc(/C=N/n2cnnc2)ccc1OCC(=O)Nc1ccccc1OC | 2 | -6 | 1 | 3 | 0.1 | 1 | -1 | -11 | 3.9
CCCCn1c(/N=C/c2ccccc2NS(=O)(=O)c2ccc(C)cc2)nc2ccccc21 | 1 | 7 | 12 | 1 | 0.1 | -3 | 8 | 1 | -0.8
Cc1ccc(S(=O)(=O)N(C)CC(=O)N2CCCCCC2)cc1 | 0 | 7 | -6 | 2 | -0.1 | 4 | -12 | 11 | -0.9
Cc1sc2nc(SCC(=O)N(CCO)CCO)nc(N)c2c1C | 1 | 2 | 5 | 1 | 0.3 | -1 | -3 | 0 | 2.1
Cc1ccc(NC(=O)Nc2cccn(Cc3c(F)cccc3Cl)c2=O)cc1 | 0 | 1 | -7 | 8 | 0.0 | -5 | 11 | -2 | -0.1
CC(=O)c1ccccc1OCC(O)CN1CCN(C(c2ccccc2)c2ccccc2)CC1 (stereo not given) | 6 | -5 | 10 | -4 | 0.0 | 7 | 4 | 9 | 4.1
O=C(CN(C(=O)CCC(=O)Nc1nccs1)c1ccc(F)cc1)NCc1ccco1 | -2 | 3 | -16 | -1 | 0.0 | -2 | -11 | 6 | 0.0

An excerpt of these results, in CSV form:
compound,TPT1 inh,EBNA-1 inhibitor,ZTA DNA inh,Fh CTSL1 inh,Efflux pump inh,PP1 inh,HCV core dimer,PREPL inh,PP5 primary
Cc1ccc(NC(=O)Nc2cccn(Cc3c(F)cccc3Cl)c2=O)cc1,0,1,-7,8,0.0,-5,11,-2,-0.1
O=[N+]([O-])c1ccc(O)c(/C=N/Nc2ccc(Cl)nn2)c1,1,-7,7,7,0.2,-3,-17,13,0.5
CCOc1cc(/C=N/n2cnnc2)ccc1OCC(=O)Nc1ccccc1OC,2,-6,1,3,0.1,1,-1,-11,3.9

(next part)
SMILES | TPT1 inh | EBNA-1 inhibitor | ZTA DNA inh | Fh CTSL1 inh | Efflux pump inh | PP1 inh | HCV core dimer | PREPL inh | PP5 primary
CC(C)(C)CN1C(N)=NC[C@@H]1c1ccccc1 | 0 | -11 | -12 | -2 | 0.2 | 0 | -2 | 12 | 2.8
Cc1cccc(Cl)c1OCCCCn1ccnc1 | -1 | 3 | -1 | 5 | -0.4 | 0 | 0 | 14 | 0.8
COc1ccc(S(=O)(=O)N2CCCCCC2)cc1N(C)S(=O)(=O)c1ccccc1 | 1 | -2 | -2 | 0 | 1.0 | 0 | 3 | 9 | 3.6
COC(=O)c1cc(S(=O)(=O)N2CCN(c3ccc(C(C)=O)cc3)CC2)cn1C | 1 | 5 | -4 | 0 | 0.1 | 0 | 7 | 1 | 3.4
O=C(NCCCN1CCCCC1)C1CCC(=O)N1CCc1ccccc1 (stereo not given) | 2 | -3 | 9 | -2 | 0.1 | -2 | -4 | -10 | 2.9
O=C1Nc2ccccc2O/C1=C\c1c(F)cccc1Cl | 1 | 10 | 6 | -2 | 0.1 | 1 | 11 | 1 | 2.6
O=C(CSc1nnc(Cc2cc(=O)[nH]c(=O)[nH]2)n1-c1ccc(Cl)cc1)NCC1CCCO1 (stereo not given) | -5 | 4 | -11 | 0 | -0.1 | 2 | 2 | 4 | -3.5
COc1cc(NS(=O)(=O)c2ccc(NC(=S)NC(=O)c3ccc(Br)cc3)cc2)ncn1 | -3 | 4 | 1 | 4 | 0.1 | -2 | 9 | -7 | -4.4
CCCCN(CCCC)CCCNC(=O)C1CC(c2ccc(C(F)(F)F)cc2)=NO1 (stereo not given) | 0 | 9 | 13 | 0 | -0.1 | 1 | 3 | 29 | 1.9
CC1(C)N=C(N)N=C(N)N1c1ccc(OCCCOc2ccccc2)c(Cl)c1 | 0 | 1 | 0 | 0 | -0.1 | 5 | -7 | -22 | 0.7
CCOc1cc(C(c2c(C)[nH][nH]c2=O)c2c(C)[nH][nH]c2=O)ccc1OCc1ccc([N+](=O)[O-])cc1 | 0 | 8 | 8 | 1 | 0.1 | 4 | 8 | 9 | 1.2
COc1ccc(/C=N/NC(=O)c2cccc(O)c2)cc1Cn1nc(C)c([N+](=O)[O-])c1C | 1 | 4 | 2 | 0 | 0.1 | -2 | 8 | -22 | 1.1
CCCOc1cccc(C(=O)NCCCNC(=O)c2cccnc2)c1 | 0 | -13 | -6 | 0 | 0.0 | 0 | 2 | -1 | 3.4
C=CCNC(=O)c1onc(CSc2cc(C)cc(C)c2)c1C(=O)O | 0 | -3 | 0 | -3 | 0.0 | 0 | -7 | 8 | 0.0
Cc1ccc(S(=O)(=O)/C(C#N)=C/c2c(N3CCN(C)CC3)nc3c(C)cccn3c2=O)cc1 | -6 | -1 | 6 | 0 | 0.1 | -2 | 9 | 17 | 1.5
O=C1CN(CC(=O)NC2CCCc3ccccc32)CCN1 (stereo not given) | -2 | -2 | 8 | -1 | -0.3 | -1 | -2 | -2 | 0.2
CCN(CC)C(=O)Cn1nc(-c2ccc(Cl)cc2)c2ccccc2c1=O | 2 | 6 | -2 | 3 | -0.3 | 0 | 0 | 20 | -2.6
Cc1cc(=O)oc2c(C)c(OC(C)C(=O)NCCCN3CCCC3=O)ccc12 (stereo not given) | -1 | 5 | 2 | -3 | -0.2 | 2 | -1 | -2 | -0.4
COc1ccccc1NC(=O)CCS(=O)(=O)c1ccc2c(c1)NC(=O)C(C)S2 (stereo not given) | 1 | 6 | 4 | -1 | 0.0 | -6 | -11 | 19 | 4.9
CN(C)C(CNC(=O)CCCOc1ccccc1)c1ccco1 (stereo not given) | 0 | 8 | 8 | -6 | 0.0 | 3 | 3 | 5 | -0.4
Cc1ccc(C(=O)NNC(=O)c2nn(-c3ccc(F)cc3)ccc2=O)cc1 | 2 | -12 | -1 | -2 | -0.1 | -2 | -2 | -1 | 0.8
O=C(/C(=N/N=C/c1ccc(O)c(O)c1)c1ccccc1)c1ccccc1 | -1 | -17 | -7 | -1 | 0.0 | 4 | -9 | 7 | 6.7
COC(=O)C(Cc1ccc(O)cc1)NC(=O)CCOc1ccc(OC)cc1 (stereo not given) | 1 | -1 | -7 | -5 | 0.4 | 1 | 2 | 3 | 1.1
Cc1ccc(OCCNC(=O)/C=C/c2ccccc2)cc1 | 7 | -11 | 12 | -2 | 0.6 | 3 | 1 | -26 | -0.1
COC(=O)CCCC(=O)N1CCCC(C(=O)c2ccc(OC)cc2C)C1 (stereo not given) | -3 | 0 | -21 | 1 | 0.1 | -4 | -1 | 7 | 0.1
Cc1ccc(OCC(=O)NCCCNC(=O)c2ccc(C)nc2)cc1 | -1 | -8 | 6 | 0 | 0.0 | 1 | -4 | 3 | 2.1
COc1cccc(CN2CCN(Cc3ccon3)CC2CCO)c1 (stereo not given) | 3 | -3 | 1 | 0 | 0.1 | 2 | 2 | 2 | 2.6
c1ccc(CSCc2cn3ccccc3n2)cc1 | -4 | 8 | 9 | -3 | 0.1 | -2 | 12 | -6 | 1.6
CCOC(=O)/C(=C/C1=CC(=C/N(C)C)/C(=O)O1)C(C)=O | 124* | -1 | 2 | 4 | 0.1 | 1 | -1 | -3 | 0.8
O=C(COC(=O)c1ccc(O)cc1)Nc1cc(C(F)(F)F)ccc1N1CCOCC1 | x | x | -2 | x | 0.0 | -1 | x | 22 | 3.6

The list goes on; the last 2 above are carried over.
SMILES | TPT1 inh | EBNA-1 inhibitor | ZTA DNA inh | Fh CTSL1 inh | Efflux pump inh | PP1 inh | HCV core dimer | PREPL inh | PP5 primary
CCOC(=O)/C(=C/C1=CC(=C/N(C)C)/C(=O)O1)C(C)=O | 124* | -1 | 2 | 4 | 0.1 | 1 | -1 | -3 | 0.8
O=C(COC(=O)c1ccc(O)cc1)Nc1cc(C(F)(F)F)ccc1N1CCOCC1 | x | x | -2 | x | 0.0 | -1 | x | 22 | 3.6
COc1ccc(-c2c(C#N)c(N)nc3sc(C(=O)c4ccc(C)cc4)c(N)c23)cc1 | 8 | 5 | 7 | -1 | -0.1 | -1 | -35 | 0 | 0.3
CCCc1ncc(C(O)c2cccc3ccccc23)n1C (stereo not given) | 5 | 11 | 11 | 2 | -0.2 | -3 | 7 | 19 | -0.4
CCN(CC)CCOc1ccc2c(c1)C(=NO)c1cc(OCCN(CC)CC)ccc1-2 | -4 | 13 | -4 | -2 | 0.0 | 3 | -9 | 20 | 0.1
Cc1ccc(S(=O)(=O)N2CCN(C(=O)Cn3c(=O)oc4ccccc43)CC2)c(C)c1 | x | x | 9 | x | 0.0 | -8 | x | 10 | -1.4
COc1ccc(NC(=O)CSc2ccc(-c3cccs3)nn2)c(OC)c1 | 0 | 1 | 2 | 3 | -0.1 | 3 | 6 | -18 | -0.9
COC(=O)c1sccc1NC(=S)N1CCCC(C)C1 (stereo not given) | -4 | -8 | -4 | -5 | 0.0 | -2 | 0 | -5 | 0.8
CCOc1cc2c(cc1OC)C(NC(=O)c1ccco1)CC2=O (stereo not given) | -1 | -6 | 2 | -2 | 0.0 | -3 | -1 | 1 | 3.0
CCN(c1ccc(OC)cc1)S(=O)(=O)c1cc(-c2cc(C)no2)ccc1C(C)C | -5 | -11 | -10 | 2 | 0.0 | 5 | 2 | 15 | -0.3
CCc1ccc(/C=C2\Oc3cc(OS(C)(=O)=O)ccc3C2=O)cc1 | 3 | -13 | 14 | -2 | 0.1 | 1 | 5 | 7 | 4.4
O=C(O)CC(NC(=O)C12CC3CC(CC(C3)C1)C2)c1ccc(F)cc1 (stereo not given) | 3 | -4 | -9 | 5 | -0.1 | 0 | 2 | 15 | -1.1
CCOC(=O)COc1ccc(C)cc1-c1ccno1 | 0 | 6 | 9 | 0 | 0.1 | -2 | 12 | -9 | -0.6
